Assay outcomes from PubChem.
A549 tox = counter-screen for Nrf2 inhibitors: cytotoxicity in A549 cells; A549 ARE-Fluc cells, CellTiter-Fluor viability, 18-24 h; Potency, µM (top dose mostly 46 µM), for the others: at the top dose activity change, negative = cytotoxicity, usual class: inhibitors; 0.16% of 390,000 active; AID 504648; also: potency is read from the fitted curve at half-maximal effect; % is scaled to controls: 0 for no effect and ±100 for the full control effect
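A549 ARE_Fluc cells in 5% FBS OPTI-MEM were exposed to compounds in concentration-response for 18-24 h at 37 deg C. Viability was read by CellTiter-Fluor fluorescence (Ex 405/Em 525) after 30 min, before the luciferase read.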
IL-2 act = activates IL-2 in a cell-based reporter assay. IL-2 activation reporter assay, cell-based qHTS; stimulated with anti-CD3/CD4/CD28 beads; in transgenic mouse T cells. AID 652025. activation, % (series mostly up to about 46 µM). 0.065% of 360,000 active; in the data active = activation above about 50%; inconclusive = mostly about 30% to 49%; also: 0% is about no effect
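Readout: EGFP and DsRed signals by fluorescent plate cytometry. Unstimulated transgenic mouse T cells received compound 60 min before antibody-bead stimulation, then incubated 18 h at 37 degrees C.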
EPAC2 agonist = agonists of human EPAC2 (RAPGEF4). Q8WZA2. EPAC2 activation, biochemical qHTS; response scale: 100% = 6.5 mM cAMP response. Potency, µM (top dose mostly 154 µM), without a hit: top-dose activation, usual class: activators. 0.079% of 360,000 active. AID 720711; also: potency is read from the fitted curve at half-maximal effect; nearly all actives have a fitted effect of over 50% in size
Target sequence (Q8WZA2 whole entry, looked up): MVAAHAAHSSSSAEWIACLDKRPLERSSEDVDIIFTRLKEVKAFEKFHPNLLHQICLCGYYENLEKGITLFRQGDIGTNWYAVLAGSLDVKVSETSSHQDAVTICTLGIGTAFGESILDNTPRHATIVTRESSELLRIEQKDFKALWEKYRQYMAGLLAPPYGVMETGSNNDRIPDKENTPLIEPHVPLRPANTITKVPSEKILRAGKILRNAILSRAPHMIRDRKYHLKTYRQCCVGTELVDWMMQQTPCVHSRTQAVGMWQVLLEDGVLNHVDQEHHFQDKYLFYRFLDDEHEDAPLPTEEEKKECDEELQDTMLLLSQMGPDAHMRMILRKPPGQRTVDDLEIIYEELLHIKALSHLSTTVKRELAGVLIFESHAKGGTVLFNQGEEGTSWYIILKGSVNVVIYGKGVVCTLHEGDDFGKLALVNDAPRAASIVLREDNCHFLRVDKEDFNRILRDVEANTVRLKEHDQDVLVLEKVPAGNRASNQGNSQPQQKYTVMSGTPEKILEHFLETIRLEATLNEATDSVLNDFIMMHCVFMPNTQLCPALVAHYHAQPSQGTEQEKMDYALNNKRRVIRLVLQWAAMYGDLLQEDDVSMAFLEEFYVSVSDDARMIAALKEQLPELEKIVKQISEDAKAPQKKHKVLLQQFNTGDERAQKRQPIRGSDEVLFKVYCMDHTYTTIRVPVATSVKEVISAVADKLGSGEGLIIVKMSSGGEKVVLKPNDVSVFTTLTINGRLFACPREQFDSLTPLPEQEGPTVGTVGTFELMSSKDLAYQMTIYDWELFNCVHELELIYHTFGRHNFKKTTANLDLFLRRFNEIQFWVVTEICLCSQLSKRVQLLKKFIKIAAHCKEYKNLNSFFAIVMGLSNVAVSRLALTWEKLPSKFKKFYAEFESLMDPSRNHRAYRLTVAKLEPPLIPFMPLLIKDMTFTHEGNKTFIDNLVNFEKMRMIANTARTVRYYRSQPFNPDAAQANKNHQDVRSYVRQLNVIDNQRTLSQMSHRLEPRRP
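Guanine nucleotide exchange by EPAC2 is measured as reduced fluorescence of BODIPY-GDP once it is released from 250 nM Rap1B. Plates are read kinetically for 30 min at room temperature; results are scaled to 6.5 mM cAMP.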
ATXN2 expr inh = reduces ATXN2 reporter expression in HEK-293 cells | HEK-293 ATXN2-luciferase reporter, luminescence, 24 h | Potency, µM (highest dose often 57 µM), without a hit: at the highest dose activity change, negative = inhibition, actives largely listed as inhibitors | 0.72% of 360,000 active | AID 1745845; also: potency is read from the fitted curve at half-maximal effect; % is scaled to controls: 0 for no effect and ±100 for the full control effect; nearly all actives have a fitted effect of over 55% in size
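qHTS (up to 57 uM final) was run with 24 h compound exposure of reporter cells at 37 °C. Each well was multiplexed: SteadyGlo luminescence measured ATXN2-luciferase expression after a fluorogenic Gly-Phe-AFC viability readout (25 uM final).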
Nrf2 ARE act = Nrf2 pathway activation | AID 624171 | AREc32 ARE-luciferase reporter (MCF7-derived line), luminescence, 24 h | Potency, µM (series often up to 46.1 µM), for the others: at the top dose activation, hits mostly activators | 0.31% of 410,000 active; also: potency is read from the fitted curve at half-maximal effect; % of control where 0% means no effect; nearly all actives have a fitted effect of over 65% in size
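For detection, Steady-Glo was added and plates sat 30 min at RT; before that, AREc32_Fluc cells grown overnight in OPTI-MEM/5% FBS had been treated with 23 nL compound for 24 hr at 37 deg C.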
TGFb SMAD3 inh = TGF-b pathway inhibition; 1.2% of 410,000 active; Potency, µM (top dose mostly 46.1 µM), for the others: top-dose activity, negative = inhibition, hits mostly inhibitors; AID 588855; HepG2 CAGA-GFP TGF-b/SMAD3 reporter, GFP fluorescence, 18 h; TGF-beta stimulated, 500 pg/mL final; also: potency is read from the fitted curve at half-maximal effect; % is scaled to controls: 0 for no effect and ±100 for the full control effect; nearly all actives have a fitted effect of over 65% in size
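Read-out: total well GFP (ex488/em500-530) summed from mean per-cell fluorescence. Cells: HEPG2 CAGA-GFP, 1% FBS DMEM, 18 h at 37 degrees C with 500 pg/mL final TGF-beta. Unstimulated wells served as the full-inhibition control; stimulated DMSO wells = 0%.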
Nrf2 block = Nrf2 pathway inhibition; 2.1% of 360,000 active; A549 ARE-Fluc reporter, luciferase luminescence, 18-24 h; Potency, µM (highest dose often 46 µM), for inactives: at the top dose activity change, negative = inhibition, most hits filed as inhibitors; also: potency is read from the fitted curve at half-maximal effect; % is scaled to controls: 0 for no effect and ±100 for the full control effect; nearly all actives have a fitted effect of over 60% in size
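A549 ARE_Fluc cells, 5000/well, 5% FBS OPTI-MEM; compounds in dose-response, 18-24 h at 37 °C/5% CO2; CellTiter-Fluor viability read (Ex 405/Em 525), then BugLite luciferase luminescence = Nrf2 activity.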
ATXN viability = cell viability loss in ATXN counter-screen. 0.49% of 400,000 active. Potency, µM (top dose mostly 56.7 µM), usual class: cytotoxic. AID 651635. S2 cells (HEK-293 line with an ATXN2-luciferase reporter) viability, CellTiter-Fluor protease fluorescence, 24 h; also: potency is read from the fitted curve at half-maximal effect; nearly all actives have a fitted effect of over 40% in size
HepG2 tox = kills HepG2 cells in TGF-b inhibitor counter-screen | HepG2 CAGA-GFP viability, ATP luminescence, 18 h | Potency, µM (top dose mostly 46.1 µM), inactives show top-dose activity change, negative = cytotoxicity, usual class: cytotoxic | 0.76% of 410,000 active | AID 588856; also: potency is read from the fitted curve at half-maximal effect; some results filed as inactive show a strong effect at the top dose
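CellTiter-Glo luminescence gave cytotoxicity after 18 hours at 37 degrees C. The cells were HepG2 CAGA-GFP in 1% FBS DMEM, stimulated with 500 pg/mL TGF-beta after compound addition. %Activity was normalised to no-cell wells (complete cell-killing) and DMSO (no toxicity), and curves were fitted and classified.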
An asterisk follows results filed as active; i = inactive; u = inconclusive; x = no result given; [ ] = remark or other dose. Unless noted, calls follow the shape of the dose curve; as a rule, active = well fitted curve in the direction sought with a large enough effect; inconclusive = small, poorly fitted or top-dose-only effect, or another doubt; inactive = no such curve, though single readings can be large; an effect the other way counts as inactive or inconclusive.

1	O=C(O)c1cc(NC(=O)c2cccc(F)c2)cc(NC(=O)c2cccc(F)c2)c1
2	COc1ccc(NC(=O)C(Cc2cc(C)cc(C)c2)C(C)C(=O)O)cc1 (stereo not given)
3	Cc1cc(C(=O)Nc2ccon2)c(C)o1
4	COc1ccc(-c2ccccc2)c2oc(-c3ccco3)cc(=O)c12
5	O=C(/C=C/c1ccccc1[N+](=O)[O-])Nc1ccc(S(=O)(=O)Nc2ncccn2)cc1
6	Brc1c(OCCOCCn2cncn2)ccc2ccccc12
Assay by compound	1	2	3	4	5	6
A549 tox	-7%	4%	-6%	2%	-2%	-1%
IL-2 act	3.0	0.1	3.1	0.2	-0.8	0.2
EPAC2 agonist	6%	4%	3%	-8%	4%	-2%
ATXN2 expr inh	0%	-29%	1%	2%	-4%	0%
Nrf2 ARE act	0.2%	0.1%	3.0%	13%	12%	3.8%
TGFb SMAD3 inh	-6%	2%	7%	-18%	15%	u
Nrf2 block	4%	-15%	1%	0%	5%	29%
ATXN viability	i	i	i	i	i	i
HepG2 tox	14%	2%	-12%	-28%	-32%	-16%

7	CCOC(=O)CC(N)c1cccc([N+](=O)[O-])c1 (stereo not given)
8	COCC1CCN(C(=O)c2cc(COc3ccc(F)cc3F)on2)C1 (stereo not given)
9	CCc1ccccc1NC(=O)CN1C(=O)C2CCCN2c2ccc(S(=O)(=O)N(CC)CC)cc21 (stereo not given)
10	Cc1ccccc1-c1nc(SCC(=O)N(C)c2ccccc2)c2c(=O)n(C)c(=O)n(C)c2n1
11	CCOC(=O)C1CCCN(C(=S)Nc2ccc(F)cc2)C1 (stereo not given)
12	COc1cc(NC(=O)Cn2c(-c3cncs3)nc3ccccc32)cc(OC)c1OC
Assay by compound	7	8	9	10	11	12
A549 tox	1%	-1%	21%	-8%	-1%	-10%
IL-2 act	1.0	0.1	x	x	-0.6	-1.5
EPAC2 agonist	6%	8%	x	x	1%	-6%
ATXN2 expr inh	40%	x	x	6%	-25%	21%
Nrf2 ARE act	2.4%	4.5%	2.3%	-0.5%	-0.5%	2.9%
TGFb SMAD3 inh	-5%	21%	-20%	6%	-10%	u
Nrf2 block	4%	-1%	u	x	-6%	-13%
ATXN viability	i	i	x	i	u	i
HepG2 tox	7%	-5%	-29%	-1%	-16%	2%

Molecules listed so far that have a furan ring, fused or not, in the order listed:
3	Cc1cc(C(=O)Nc2ccon2)c(C)o1
4	COc1ccc(-c2ccccc2)c2oc(-c3ccco3)cc(=O)c12
Assay by compound	3	4
A549 tox	-6%	2%
IL-2 act	3.1	0.2
EPAC2 agonist	3%	-8%
ATXN2 expr inh	1%	2%
Nrf2 ARE act	3.0%	13%
TGFb SMAD3 inh	7%	-18%
Nrf2 block	1%	0%
ATXN viability	i	i
HepG2 tox	-12%	-28%

Carrying on.
13	Cc1ccc2c(c1)c1c(c(=O)n(-c3ccccc3C)c(=O)n1Cc1cccc(F)c1)n2C
14	O=C(Nc1ccccc1)Nc1nnc(Cc2ccc([N+](=O)[O-])cc2)s1
15	COc1cc(/C=N\n2nnnc2N)ccc1OCc1ccc(F)cc1
16	O=C(O)CCn1cc(/C=C2/NC(=S)N(c3ccccc3)C2=O)c(-c2ccccc2)n1
17	CS(=O)(=O)N(CC(=O)N1CCOCC1)c1cccc(Cl)c1Cl
18	Cc1cc(C)c(C#N)c(SCC(=O)N(CC(C)C)C2CCS(=O)(=O)C2)n1 (stereo not given)
Assay by compound	13	14	15	16	17	18
A549 tox	7%	-5%	3%	-18%	-14%	-1%
IL-2 act	x	-0.8	-1.2	1.3	-0.2	-2.9
EPAC2 agonist	x	3%	-13%	19%	14%	-2%
ATXN2 expr inh	31%[activator]	u	12%	-1%	-11%	-10%
Nrf2 ARE act	-1.0%	0.0%	2.7%	-0.6%	-0.7%	-0.2%
TGFb SMAD3 inh	u	u	17%	-29%	6%	0%
Nrf2 block	u	0%	x	-3%	u	7%
ATXN viability	i	u	i	i	i	u
HepG2 tox	-37%	-2%	-1%	-2%	16%	3%

19	COCCn1c(N)c(N(Cc2ccccc2)C(=O)Cc2ccccc2F)c(=O)[nH]c1=O
20	CCn1c(Sc2ccc([N+](=O)[O-])cn2)nnc1-c1ccco1
21	Cc1ccc(OCC(=O)N(Cc2ccc(N(C)C)cc2)C2CCS(=O)(=O)C2)cc1 (stereo not given)
22	COc1ccc(CCNC(=O)C(=O)Nc2ccc(C)c(C)c2)cc1OC
23	Cc1ccc(NC(=S)NN2CCN(C)CC2)c(C)c1
24	Cc1cc(C)cc(OCC(=O)Nc2cccc(C(=O)O)c2)c1
Assay by compound	19	20	21	22	23	24
A549 tox	0%	u	-4%	2%	0%	13%
IL-2 act	-1.4	-5.3	-0.1	x	0.2	-1.4
EPAC2 agonist	2%	0%	-10%	x	8%	9%
ATXN2 expr inh	2%	-16%[11.3 µM]	5%	29%	-16%	7%
Nrf2 ARE act	0.3%	u	0.3%	5.6%	-0.6%	0.2%
TGFb SMAD3 inh	1%	u	-2%	-2%	1%	7%
Nrf2 block	-8%	21%	-10%	x	13%	u
ATXN viability	i	i	i	i	i	i
HepG2 tox	-12%	-53%	3%	-14%	0%	12%

25	COc1cccc(/C=N/NC(=O)COc2cccc3cccnc23)c1O
26	Cc1cccc(NC(=O)CCOc2ccccc2)c1C
27	CC(=O)Nc1ccc(S(=O)(=O)N[C@@H](C)C(=O)OCC(=O)Nc2ccc3c(c2)OCCO3)cc1
28	COc1cc(F)ccc1-c1cc(C(=O)NCc2ccc(F)cc2)[nH]n1
29	Cc1onc(-c2c(F)cccc2Cl)c1C(=O)OCC(=O)N1C(C)CCCC1C (stereo not given)
30	Nc1ccn([C@@H]2O[C@H](C(=O)N[C@H]3c4ccccc4C[C@H]3O)[C@@H](O)[C@H]2O)c(=O)n1
Assay by compound	25	26	27	28	29	30
A549 tox	-2%	11%	8%	x	1%	x
IL-2 act	-1.8	-0.4	0.2	-0.1	-0.4	1.5
EPAC2 agonist	-8%	6%	12%	4%	13%	3%
ATXN2 expr inh	u	4%	1%	16%	-20%	1%
Nrf2 ARE act	-0.7%	3.5%	-1.9%	8.2%	0.0%	0.4%
TGFb SMAD3 inh	u	u	6%	-8%	1%	-7%
Nrf2 block	-16%	-7%	2%	x	u	x
ATXN viability	i	i	i	i	i	i
HepG2 tox	-44%	-3%	7%	-26%	-11%	13%

31	N=C(N)c1ccc(N=Nc2c(O)ccc3c2[nH]c2ccccc23)cc1
32	Cc1ccc(C)c(-n2c(SCC(=O)Nc3nonc3C)nnc2-c2ccoc2C)c1
33	COc1ccc([C@H]2C[C@@H](n3cc(-c4ccc(F)cc4)nn3)[C@H](O)CN2CC2CCCCC2)cc1
34	COc1ccccc1N(CN1CCCC1=O)C(=O)c1ccccc1F
35	Cc1ccc(N(CC(=O)NC2CCCCC2)C(=O)CCC(=O)Nc2nccs2)cc1
36	CCOc1ccc(C(=O)COC(=O)C2COc3ccccc3O2)cc1 (stereo not given)
37	Cc1ccc(S(=O)(=O)N/N=C/c2ccc(OS(=O)(=O)c3ccc(C)c([N+](=O)[O-])c3)cc2)cc1
38	O=c1cc(-c2ccc(O)c(O)c2)oc2c1ccc1ccccc12
39	CC(C)CNc1ncnc2c1ncn2[C@H]1CN(Cc2ccco2)C[C@@H](CO)O1
Assay by compound	31	32	33	34	35	36	37	38	39
A549 tox	-10%	-7%	x	10%	0%	0%	u	0%	x
IL-2 act	-5.2	-2.1	-2.3	-2.3	2.1	0.8	0.3	1.5	0.8
EPAC2 agonist	u	13%	12%	9%	2%	-8%	9%	5%	-4%
ATXN2 expr inh	u	-1%	-6%	1%	4%	9%	-21%	u	0%
Nrf2 ARE act	19%	-0.6%	-0.1%	0.4%	0.1%	0.4%	4.6%	0.1%	-1.2%[9.22 µM]
TGFb SMAD3 inh	u	-2%	3%	0%	-17%	-10%	u	u	17%
Nrf2 block	3%	-10%	x	25%	1%	1%	x	-1%	x
ATXN viability	u	i	u	i	i	u	i	i	i
HepG2 tox	-99%	-9%	-28%	-16%	-4%	-24%	3%	-42%	10%

3 structures out of the list, arranged by molecular weight, rising:
38	O=c1cc(-c2ccc(O)c(O)c2)oc2c1ccc1ccccc12
34	COc1ccccc1N(CN1CCCC1=O)C(=O)c1ccccc1F
39	CC(C)CNc1ncnc2c1ncn2[C@H]1CN(Cc2ccco2)C[C@@H](CO)O1
Assay by compound	38	34	39
A549 tox	0%	10%	x
IL-2 act	1.5	-2.3	0.8
EPAC2 agonist	5%	9%	-4%
ATXN2 expr inh	u	1%	0%
Nrf2 ARE act	0.1%	0.4%	-1.2%[9.22 µM]
TGFb SMAD3 inh	u	0%	17%
Nrf2 block	-1%	25%	x
ATXN viability	i	i	i
HepG2 tox	-42%	-16%	10%

Record cards, as listed above. Values in the order: A549 tox, IL-2 act, EPAC2 agonist, ATXN2 expr inh, Nrf2 ARE act, TGFb SMAD3 inh, Nrf2 block, ATXN viability, HepG2 tox
Cc1ccc(C)c(-n2c(SCC(=O)Nc3nonc3C)nnc2-c2ccoc2C)c1 in the list: -7%, -2.1, 13%, -1%, -0.6%, -2%, -10%, i, -9%
O=c1cc(-c2ccc(O)c(O)c2)oc2c1ccc1ccccc12 in the list: 0%, 1.5, 5%, u, 0.1%, u, -1%, i, -42%

This is a random part of the collection; 4.3% or so of the library scored in one or more.
